Bioassay records (PubChem)
GDH-TPI counter = inhibits GDH-TPI coupling enzymes, artifact for Mtb FBA screen; GDH-TPI coupled enzyme counterscreen, NADH absorbance; inhibition, % at 4.8 µM; hit rate 1.2% among 360,000; AID 588335;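 further: 0% = DMSO wells and 100% = wells lacking the enzyme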
BioA inh = blocks M. tuberculosis BioA enzyme activity; purified M. tuberculosis BioA enzyme, plate reader; inhibition, % at 9.99 µM; hit rate 0.096% among 360,000; AID 602481; in the data active means inhibition above about 40%; inconclusive means no clear call, values can overlap the other calls
FadD28 FP inh = M. tuberculosis FadD28 bisubstrate binding inhibition | AID 588549 | inhibition, % at 12.5 µM | FadD28 bisubstrate probe binding, fluorescence polarization | hit rate 0.22% among 360,000; in the data active means inhibition above about 8.5%, passing the limit was not always enough; inconclusive means no clear call, values can overlap the other calls
BoNT-A LC inh2 = BoNT A light chain protease inhibition; multiplex microsphere protease substrate cleavage, flow cytometry; hit rate 0.17% among 360,000; AID 588499; inhibition, % at 10 µM; in the data active means inhibition above about 30%; inconclusive means no clear call, values can overlap the other calls; further: plate controls were buffer without enzyme for full effect and enzyme alone for no effect
UGM FP inh = blocks M. tuberculosis UGM enzyme; P9WIQ1; purified UGM, fluorescence polarization probe displacement; inhibition, % at 10 µM; hit rate 0.06% among 320,000; AID 504406; in the data active means inhibition above about 10%, passing the limit was not always enough; inconclusive means no clear call, values can overlap the other calls
Target sequence (P9WIQ1 whole entry, looked up): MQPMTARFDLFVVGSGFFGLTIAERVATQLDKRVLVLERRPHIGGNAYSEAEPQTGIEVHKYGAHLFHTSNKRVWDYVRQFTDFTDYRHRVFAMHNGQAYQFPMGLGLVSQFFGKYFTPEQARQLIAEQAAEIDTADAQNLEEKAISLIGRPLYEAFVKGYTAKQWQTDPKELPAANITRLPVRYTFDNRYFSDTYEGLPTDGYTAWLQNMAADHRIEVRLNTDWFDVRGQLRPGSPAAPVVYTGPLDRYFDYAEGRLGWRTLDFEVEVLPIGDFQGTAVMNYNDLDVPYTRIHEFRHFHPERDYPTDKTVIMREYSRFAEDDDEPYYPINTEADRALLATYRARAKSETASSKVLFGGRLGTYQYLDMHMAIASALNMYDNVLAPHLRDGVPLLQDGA
BoNT F protease = BoNT F light chain protease inhibition | Multiplex microsphere protease cleavage assay, flow cytometry | hit rate 0.22% among 360,000 | inhibition, % at 10 µM | AID 588497; in the data active means inhibition above about 35%, passing the limit was not always enough; inconclusive means no clear call, values can overlap the other calls; further: plate controls were buffer without enzyme for full effect and enzyme alone for no effect
Mtb FBA inh = inhibitors of M. tuberculosis fructose-bisphosphate aldolase; P9WQA3; purified M. tuberculosis FBA, fluorescence read-out; inhibition, % at 1 µM; hit rate 2.3% among 360,000; in the data active means inhibition above about 27%;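 further: 0% = vehicle and 100% = reference inhibitor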
Target sequence (P9WQA3 whole entry, looked up): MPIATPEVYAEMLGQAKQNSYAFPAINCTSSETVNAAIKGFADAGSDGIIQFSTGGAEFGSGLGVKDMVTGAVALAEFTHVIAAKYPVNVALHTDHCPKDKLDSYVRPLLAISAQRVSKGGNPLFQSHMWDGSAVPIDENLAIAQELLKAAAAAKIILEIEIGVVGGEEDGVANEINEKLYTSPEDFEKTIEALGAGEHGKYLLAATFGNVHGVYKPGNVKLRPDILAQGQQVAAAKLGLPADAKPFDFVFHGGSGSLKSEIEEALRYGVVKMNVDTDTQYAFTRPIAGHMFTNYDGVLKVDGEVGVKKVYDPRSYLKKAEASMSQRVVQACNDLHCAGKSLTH
PrPC TRFRET = cell surface PrPC inhibition, primary TR-FRET screen | P04156 | TR-FRET read-out | inhibition, % at 13.8 µM | hit rate 0.43% among 370,000 | AID 720596; in the data active means inhibition above about 24%; further: 0% = median of the test wells and 100% = reference compound wells
CCHF vOTU inh = blocks the CCHF virus ovarian tumor domain protease; CCHFV vOTU protease, Pep-AMC fluorescence; inhibition, % at 11.5 µM; hit rate 0.55% among 370,000; further: 0% = vehicle wells with enzyme and 100% = no enzyme wells
The depositor's hits bear a star; ? = inconclusive; · = no result given. Unless noted, no stated cut-off is given here; in the data, active means inhibition above about 30%; inactive means the rest.

SMILES	GDH-TPI counter	BioA inh	FadD28 FP inh	BoNT-A LC inh2	UGM FP inh	BoNT F protease	Mtb FBA inh	PrPC TRFRET	CCHF vOTU inh
O=C(c1cccnc1)N1N=C(C2CCCCC2)CC1(O)C(F)(F)F (stereo not drawn)	-2	·	-0.3	-1.1	0.0	-3	-3	-3	-2
CCOC(=O)C1CCCN(C(=O)CSc2ccc(NC(C)=O)cc2)C1 (stereo not drawn)	-8	-1.9	-3.3	-0.5	-0.1	-2	-1	5	9
Cc1ccc(N2CC(C(=O)N3CCC(c4nc5ccccc5[nH]4)CC3)CC2=O)cc1C (stereo not drawn)	-1	2.9	-0.8	-0.9	2.2	-8	6	-10	-6
O=C(NC(=S)NCCc1ccccn1)c1ccco1	-4	-0.7	0.6	-0.9	-3.4	0	1	-1	-8
Cc1ccc(-c2cc3nc(C)cc(NCc4ccco4)n3n2)cc1	11	-0.4	-1.9	1.9	-0.1	7	12	-5	0
Cc1cc(C(N)=O)c2ccccc2n1	6	-0.3	-2.4	-0.8	-1.5	-8	-2	-5	-4
COc1cccc(CN2CC(C(=O)NCCOc3cccnc3)CCC2=O)c1 (stereo not drawn)	9	1.4	-1.1	-0.1	-0.7	5	3	-3	17
O=C(CCCc1cccs1)Nc1ccc2c(c1)OCO2	-1	·	-4.9	-0.2	-0.7	-3	-2	4	-15
COc1ccc(CCN2CC3=C(C2=O)C(c2ccccc2)NC(=O)N3C)cc1OC (stereo not drawn)	9	·	0.3	-1.6	-0.3	-7	1	0	-9
CC(C)[C@H](NC(=O)c1ccco1)C(=O)NCc1ccccc1	7	-1.2	-2.2	0.3	2.6	-8	1	1	0
O=C(NCc1ccc(F)cc1)Nc1nnc([C@H]2C[C@H](O)[C@@H](CO)O2)s1	6	1.4	-1.8	-0.3	·	0	-1	-5	7
Cc1cccc2sc(NC(=O)CN3C(=O)c4ccccc4C3=O)nc12	7	·	-1.5	0.3	-0.6	0	2	-7	5

Record cards, as listed above. Values in the order: GDH-TPI counter, BioA inh, FadD28 FP inh, BoNT-A LC inh2, UGM FP inh, BoNT F protease, Mtb FBA inh, PrPC TRFRET, CCHF vOTU inh
CC(C)[C@H](NC(=O)c1ccco1)C(=O)NCc1ccccc1 across the screens: 7, -1.2, -2.2, 0.3, 2.6, -8, 1, 1, 0
Cc1ccc(N2CC(C(=O)N3CCC(c4nc5ccccc5[nH]4)CC3)CC2=O)cc1C (stereo not drawn) across the screens: -1, 2.9, -0.8, -0.9, 2.2, -8, 6, -10, -6
O=C(c1cccnc1)N1N=C(C2CCCCC2)CC1(O)C(F)(F)F (stereo not drawn) across the screens: -2, ·, -0.3, -1.1, 0.0, -3, -3, -3, -2
O=C(CCCc1cccs1)Nc1ccc2c(c1)OCO2 across the screens: -1, ·, -4.9, -0.2, -0.7, -3, -2, 4, -15
O=C(NCc1ccc(F)cc1)Nc1nnc([C@H]2C[C@H](O)[C@@H](CO)O2)s1 across the screens: 6, 1.4, -1.8, -0.3, ·, 0, -1, -5, 7

Later entries.
SMILES	GDH-TPI counter	BioA inh	FadD28 FP inh	BoNT-A LC inh2	UGM FP inh	BoNT F protease	Mtb FBA inh	PrPC TRFRET	CCHF vOTU inh
CN(C)CC1CCCCC1OC(=O)c1ccc(Cl)cc1Cl (stereo not drawn)	-3	·	1.3	-0.1	1.5	-2	1	-10	-5
CC1(C)CN(O)CCN1O	7	·	-2.2	1.6	0.9	8	3	3	3
CN(C)CCNC(=O)c1cccc(S(=O)(=O)Nc2ccccc2F)c1	-4	·	-1.0	0.2	0.3	-5	1	-5	9
CN1CCN(Cc2cn(C)c3ccccc23)CC1CCO (stereo not drawn)	0	0.0	0.0	4.1	0.1	-21	2	3	2
Cc1ccc(C(=O)CC(=O)c2cccc(F)c2)c(O)c1	15	0.6	-1.7	-1.7	1.4	-11	-2	8	9
Cc1ccc(-c2nn(-c3ccccc3)cc2C(=O)NN2CCN(C)CC2)cc1	2	0.3	-0.4	-0.2	-1.0	0	-2	9	-6
CCC(NC(=O)Nc1nnc(C(F)(F)F)s1)(C(F)(F)F)C(F)(F)F	7	·	-3.8	0.5	-1.1	-3	0	58*	1
C=CCn1c(O)c(C(C)=NCCN2CCN(C(=S)NC)CC2)c(=O)[nH]c1=O	-1	1.3	-3.1	-2.8	-1.5	?	-1	1	-2
O=C(CSc1cn(CCNC(=O)c2cccs2)c2ccccc12)NCc1ccccc1	7	0.4	-0.6	-0.9	0.0	-11	3	-5	0
CCC(=O)Nc1cccc(C2=NOC3(C2)C[C@@H](C(N)=O)N(C(=O)C2(C)CC2)C3)c1 (stereo partly drawn)	5	0.7	1.0	0.0	2.9	2	0	-5	0
Cn1cc(Cc2ccc(C(=O)NCc3ccccc3)cn2)c2ccccc21	3	-1.0	0.4	0.8	·	-8	5	-9	6
O=C1CS/C(=C\[N+](=O)[O-])N1c1ccc(OC(F)(F)F)cc1	3	0.7	-3.1	-0.8	2.1	-18	-5	-5	8
O=C(COC(=O)c1ccc2ncsc2c1)NCc1ccc(Cl)cc1	3	-1.3	-2.1	1.5	3.6	0	0	1	3
CC(C)C(NC(=O)c1ccc(C(C)(C)C)cc1)C(=O)N1CCC(C(N)=O)CC1 (stereo not drawn)	3	0.1	-0.8	-0.6	-2.4	2	-1	0	11
Cc1ccccc1NC(=O)/C(C#N)=C\c1ccsc1	22	·	-0.5	-0.1	-1.3	-13	3	0	0
C=CCSc1nnc2c(n1)OC(c1c(C)[nH]n(-c3ccccc3)c1=O)Nc1ccccc1-2 (stereo not drawn)	24	2.2	-4.1	0.1	1.7	-5	-1	-3	20
Nc1nc(F)nc2c1ncn2[C@@H]1O[C@H](CO)[C@@H](O)[C@@H]1O	-14	0.2	-0.6	-0.6	2.3	-1	1	2	-3
COc1ccc(NC(=O)CSc2nnc(C)c(=O)n2N)cc1	3	-0.2	-0.2	·	1.3	·	2	4	-4
CCOc1ccccc1NC(=O)CSc1ccc2nnc(-c3cccnc3)n2n1	-1	·	0.3	0.5	-4.1	0	1	2	-19
CCOc1ccc(NC(=O)CSc2ccc(-c3ccco3)nn2)cc1	2	0.0	-2.1	-0.5	-5.5	-6	-1	4	-1
CC(C)Oc1ccc(C(CC(=O)O)c2ccc(F)cc2)cc1 (stereo not drawn)	-13	0.5	0.9	3.3	-2.4	-4	5	9	-2
O=C(c1cccc([N+](=O)[O-])c1)N1CCN(c2ccc(N3CCOCC3)nn2)CC1	-1	0.9	-3.4	0.7	1.2	4	-1	-18	-8
CC(=O)Nc1ccc(S(=O)(=O)NCCC(=O)Nc2cc(C)ccn2)cc1	-1	·	0.8	-0.9	-0.5	6	5	3	-11
Cn1c(SCC(=O)NNC(=O)Nc2ccccc2)nnc1-c1ccccc1	-7	-0.1	-0.4	6.1	1.1	?	2	-4	-7
CC(C)(C)c1ccc(NC(=O)CON=C(N)c2ccccc2)cc1	10	-0.6	0.6	2.7	·	3	2	7	4
Cc1ccc(S(=O)(=O)Nc2cc3c4c(c2)C(C)C(=O)N4CCC3)cc1 (stereo not drawn)	4	1.4	-0.7	2.4	1.7	12	6	-3	-6
CCN(CC)S(=O)(=O)c1cc(OC)c(Cl)cc1OC	1	·	-0.3	-3.3	-1.7	-8	1	-3	-6
CC(=O)c1ccc(OCCCC(=O)NC2CCCc3ccccc32)cc1 (stereo not drawn)	-3	2.8	-1.6	-1.7	1.3	-3	-1	0	1
CCC(C)[C@H](NC(=O)N1CCCCCC1)C(=O)OC (stereo partly drawn)	10	-1.5	-2.8	-0.8	-2.9	5	1	1	-4
O=C(COC(=O)CNC(=O)c1ccc(Br)cc1)Nc1nnc(-c2ccccc2)o1	-5	0.0	3.4	·	3.1	·	5	-4	-9
CC1=NN(c2cccc(F)c2)C(=O)/C1=C/c1ccc(N(C)C)cc1	17	-0.1	-0.8	·	-1.0	·	1	7	0
COc1cc(C(=O)OCC(=O)N2CC(C)OC(C)C2)cc(OC)c1OC (stereo not drawn)	-7	-1.1	-3.4	-2.8	0.7	-3	1	5	-15
CCN(CC)S(=O)(=O)c1ccc(C(=O)NCC(=O)NCCCc2ccccc2)cc1	-5	-0.2	-2.0	-0.2	·	18	3	-5	2
C/C(=N\c1nc2ccccc2n1C)c1cc(Cl)ccc1O	5	2.9	-2.4	-0.3	-3.8	-3	0	1	1
COc1ccccc1CN(C)C(=O)c1ccc(S(=O)(=O)Nc2c(C)n(C)n(-c3ccccc3)c2=O)cc1	-4	-2.1	1.0	-0.3	0.8	-3	0	1	11
CCOC(=O)NCc1ccc(S(=O)(=O)Nc2ccc(C)cc2)cc1	9	0.3	-3.1	0.4	0.2	?	4	6	18

Ordered by SMILES length (ascending): part of the list above
SMILES	GDH-TPI counter	BioA inh	FadD28 FP inh	BoNT-A LC inh2	UGM FP inh	BoNT F protease	Mtb FBA inh	PrPC TRFRET	CCHF vOTU inh
C/C(=N\c1nc2ccccc2n1C)c1cc(Cl)ccc1O	5	2.9	-2.4	-0.3	-3.8	-3	0	1	1
CCOC(=O)NCc1ccc(S(=O)(=O)Nc2ccc(C)cc2)cc1	9	0.3	-3.1	0.4	0.2	?	4	6	18
COc1ccccc1CN(C)C(=O)c1ccc(S(=O)(=O)Nc2c(C)n(C)n(-c3ccccc3)c2=O)cc1	-4	-2.1	1.0	-0.3	0.8	-3	0	1	11

Continued:
SMILES	GDH-TPI counter	BioA inh	FadD28 FP inh	BoNT-A LC inh2	UGM FP inh	BoNT F protease	Mtb FBA inh	PrPC TRFRET	CCHF vOTU inh
CC1CCN(S(=O)(=O)N2CCCC(C(=O)NCc3ccc(F)cc3)C2)CC1 (stereo not drawn)	8	0.0	-1.0	0.3	0.4	6	1	3	4
COc1cccc(NC(=O)CN(C)C(=O)CCCc2c[nH]c3ccccc23)c1	-10	-0.7	-2.1	-0.1	-2.5	1	1	3	-3
CCN(CC)Cc1c(C(=O)N2CCc3ccccc3C2)nc2ccc(Cl)cn12	-3	·	-1.7	0.2	-2.0	2	-2	-1	1
CCn1c(CCNC(=O)c2cccs2)nnc1SCC(=O)Nc1nc(-c2ccccc2)cs1	-17	-0.9	-7.0	-1.8	1.5	-4	-1	-11	1
O=C1CC(N2CCCCC2)C(=O)N1c1ccccc1 (stereo not drawn)	1	-1.9	-1.3	-0.7	1.4	-5	-2	1	1
CN(CCc1ccccc1)C(c1ccnc2ccccc12)c1nnnn1-c1ccc2c(c1)OCCO2 (stereo not drawn)	·	·	·	0.4	·	3	·	11	2
COc1ccc(Nc2nc(NCc3ccco3)nc(N/N=C/c3ccccc3Cl)n2)cc1	3	·	-1.2	-1.0	-2.6	-2	1	-2	-11
Cc1onc(-c2c(F)cccc2Cl)c1C(=O)N=C(N)N1CCCC1	-13	0.4	-0.9	·	-2.1	·	1	-4	2
